Source: PubChem BioAssay (National Center for Advancing Translational Sciences (NCATS))
DRD3 antagonist: antagonists of human D3 dopamine receptor; D3R cells, DiscoveRx beta-arrestin luminescence, antagonist mode; stronger effect = lower value; max response, negative = inhibition, %; 2.5% of 360,000 active; AID 652054; in the data active means max response below about -50%; inconclusive means no clear call, values can overlap the other calls; further: on the % scale 0 is the no-effect control and ±100 the full control effect; mostly tested at two doses, the higher about 12 µM
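Cells plated overnight at 1500 cells/well, then exposed to library compounds with dopamine controls for 90 minutes at 37 degrees C. DiscoveRx reagent added for 30–60 minutes at room temperature; luminescence read, quantitative HTS format.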
TDP-43 yeast inh: TDP-43 toxicity inhibition in yeast; TDP-43 expressing yeast growth rescue, BacTiter-Glo, 24 h; Potency, µM (highest dose often 46.1 µM), inactives show top-dose growth rescue (activation), usual class: activators; 1.8% of 410,000 active; AID 652104; further: potency means the concentration at half of the fitted maximal effect; % of control where 0% means no effect; nearly all actives have a fitted effect of over 50% in size
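Readout is BacTiter-Glo luminescence of cell growth, so inhibitors register as activators. TDP-43-expressing yeast at OD600=0.02 in galactose medium, after raffinose pregrowth to mid-log, were incubated with compound for 24 hr at 30 deg C.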
D3 ag: activates the human D3 dopamine receptor; P35462; D3R DiscoveRx beta-arrestin cells, luminescence, 90 min; max activation, %; 0.58% of 410,000 active; AID 652048; in the data active means max activation above about 30%; further: 0% is about no effect; mostly tested at two doses, the higher about 12 µM
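Agonist-mode cell screen: cells plated at 1500/well and incubated overnight at 37 °C, then exposed to library compounds for 90 min at 37 °C. Detection reagent was added for 30–60 min at room temperature, and luminescence was read.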
PTHR1 ag: activates the human parathyroid hormone receptor PTHR1 | Q03431 | HEK293 GP2 PTHR1 cells, GloSensor cAMP luminescence, 1 h | Potency, µM (titrated, usually from 115 µM), for the others: at the highest dose activation, actives largely listed as activators | 0.075% of 410,000 active; further: potency means the concentration at half of the fitted maximal effect; nearly all actives have a fitted effect of over 55% in size; some results filed as inactive show a strong effect at the top dose; inactives centre near -15; many of its hits are not listed in these tables
Target sequence (Q03431 whole entry, looked up): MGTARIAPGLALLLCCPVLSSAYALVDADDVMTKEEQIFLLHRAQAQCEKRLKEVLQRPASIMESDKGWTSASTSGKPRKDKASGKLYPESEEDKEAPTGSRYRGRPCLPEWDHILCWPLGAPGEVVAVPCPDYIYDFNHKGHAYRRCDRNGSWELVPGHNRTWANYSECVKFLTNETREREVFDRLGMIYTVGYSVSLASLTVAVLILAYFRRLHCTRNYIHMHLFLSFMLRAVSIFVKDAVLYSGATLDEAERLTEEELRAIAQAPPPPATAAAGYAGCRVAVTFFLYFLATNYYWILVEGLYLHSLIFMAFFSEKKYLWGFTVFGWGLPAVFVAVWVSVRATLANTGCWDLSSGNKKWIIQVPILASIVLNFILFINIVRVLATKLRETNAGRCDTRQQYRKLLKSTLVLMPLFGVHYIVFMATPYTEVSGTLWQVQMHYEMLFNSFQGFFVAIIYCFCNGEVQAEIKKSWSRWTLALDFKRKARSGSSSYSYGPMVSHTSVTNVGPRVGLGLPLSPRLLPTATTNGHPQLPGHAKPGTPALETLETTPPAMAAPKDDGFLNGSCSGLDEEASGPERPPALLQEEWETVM
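HEK-293-derived GP2 cells expressing PTHR1 and a GloSensor cAMP reporter, 3,000/well, plated overnight, given luciferin plus IBMX (each 0.5 mM as added) for 1 h at 37 °C, then compound for 1 h at 37 °C. Luminescence was read after 15 min at room temperature.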
GLP1R cytotox: cytotoxicity counter-screen for GLP-1 receptor inverse agonists. HEK293 cAMP-luciferase reporter cells, luminescence, 24 h. Potency, µM (doses to about 38.3 µM), without a hit: at the top dose activity change, negative = inhibition, actives largely listed as inhibitors. 0.13% of 410,000 active. AID 624418;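 further: loss of luciferase light is scored as toxicity; potency means the concentration at half of the fitted maximal effect; on the % scale 0 is the no-effect control and ±100 the full control effect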
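To flag toxic compounds, the library was rerun on cells for 24 hr at 37 deg C and 5% CO2. Viability-linked luminescence was captured 12 min after adding luciferase detection reagent.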
aSyn yeast inh: inhibitors of alpha-synuclein toxicity in yeast; Yeast expressing alpha-synuclein, growth rescue, BacTiter-Glo, 24 h; Potency, µM (top dose mostly 46.1 µM), inactives show at the top dose growth rescue (activation), most hits filed as activators; 0.14% of 370,000 active; further: potency means the concentration at half of the fitted maximal effect; % of control where 0% means no effect; nearly all actives have a fitted effect of over 65% in size
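Galactose-induced alpha-syn yeast (OD600=0.02, raffinose-pregrown) + pinned cpd, 24 hr, 30 deg C; growth by BacTiter-Glo luminescence. Growth restoration scores as activation.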
GLP-1R inv ag: acts as inverse agonist at human GLP-1 receptor; Potency, µM (doses to about 38.3 µM), for the others: at the top dose activity change, negative = inhibition, actives largely listed as inhibitors; HEK293 GLP-1R CRE-luciferase, luminescence, 24 h; GLP-1R form is constitutively active; P43220; 1.6% of 410,000 active; further: potency means the concentration at half of the fitted maximal effect; on the % scale 0 is the no-effect control and ±100 the full control effect; nearly all actives have a fitted effect of over 55% in size
Target sequence (P43220 whole entry, looked up): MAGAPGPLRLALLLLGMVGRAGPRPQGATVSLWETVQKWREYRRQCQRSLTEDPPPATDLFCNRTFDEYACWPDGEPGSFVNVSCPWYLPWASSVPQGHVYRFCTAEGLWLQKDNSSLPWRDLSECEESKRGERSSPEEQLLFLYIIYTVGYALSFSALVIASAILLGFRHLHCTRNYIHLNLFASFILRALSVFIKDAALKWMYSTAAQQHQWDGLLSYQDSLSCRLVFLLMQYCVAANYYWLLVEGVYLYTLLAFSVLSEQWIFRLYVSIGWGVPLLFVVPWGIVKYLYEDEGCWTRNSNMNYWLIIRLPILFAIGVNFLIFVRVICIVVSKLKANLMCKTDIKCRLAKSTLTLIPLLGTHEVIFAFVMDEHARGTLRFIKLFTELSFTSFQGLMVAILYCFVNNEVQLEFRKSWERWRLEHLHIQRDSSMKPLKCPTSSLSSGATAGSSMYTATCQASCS
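GLP-1R inverse agonism mode: basal reporter luminescence in engineered HEK293 cells measured after one day of compound exposure at 37 deg C, with a 12 min room-temperature detection step.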
GLP1R ag: activates the human GLP-1 receptor | P43220 | HEK293 GLP-1R CRE-luciferase, luminescence, 4-6 h; cells express a hypersensitive GLP-1R form | Potency, µM (doses to about 45.6 µM), for the others: at the top dose activation, usual class: activators | 0.007% of 380,000 active | AID 624172; further: potency means the concentration at half of the fitted maximal effect; % of control where 0% means no effect
KB-V1 MDR tox: kills drug-selected multidrug resistant KB-V1 cells. Potency, µM (top dose mostly 46.1 µM), for the others: top-dose activity change, negative = cytotoxicity, most hits filed as cytotoxic. KB-V1 MDR cells viability, CellTiter-Glo, 72 h. 3.4% of 400,000 active; further: potency means the concentration at half of the fitted maximal effect; on the % scale 0 is the no-effect control and ±100 the full control effect; nearly all actives have a fitted effect of over 60% in size
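In this primary screen, KB-V1 cells overexpressing P-gp are incubated with library compounds (lowest to highest concentration) for 72 h at 37 degrees C before a luminescent ATP viability read.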
An asterisk follows results filed as active; i = inactive; u = inconclusive; x = not tested or not shown; & = joins results of further samples; [ ] = remark or other dose. Unless noted, the call rests on the fitted dose curve; in most records, active means well fitted curve in the direction sought with a large enough effect; inconclusive means small, poorly fitted or top-dose-only effect, or another doubt; inactive means no such curve, though single readings can be large; an effect the other way counts as inactive or inconclusive. Some of the compounds tested; rates above refer to the full screens.

Under each structure: DRD3 antagonist | TDP-43 yeast inh | D3 ag | PTHR1 ag | GLP1R cytotox | aSyn yeast inh | GLP-1R inv ag | GLP1R ag | KB-V1 MDR tox
Cc1cc(C)c2nc(-c3ccco3)cc(C(=O)O)c2c1
    -3.4 | 6.8% | 15.9 | i | 2.6% | 3.4% | -7.6% | -0.1% | 24.6%
COc1cccc(-n2nc(C(=O)Nc3ccc4c(c3)OCO4)c3ccccc3c2=O)c1
    0.0 | 3.4% | 6.3 | i | -10.4% | -4.3% | -13.8% | -0.3% | -8.3%
Cc1cc(C)n(Cc2ccc(Cl)cc2Cl)c(=O)c1S(=O)(=O)c1ccccc1
    -2.8 | -21.2% | -8.7 | i | -2.3% | -12.0% | 7.1% | 5.2% | -6.4%
C=CCC[C@@H](Cc1ccc(F)cc1)C(=O)OC[C@H](Cc1c[nH]c2ccccc12)NC(=O)[C@@H](CC=C)CC(=O)N[C@H](CO)Cc1ccccc1
    42.2 | 20.1% | 30.6* | i | -15.6% | 3.1% | -36.0% | -2.0% | u
C=CCn1c(C(CCCC)CC(C)O)n[nH]c1=S (stereo not given)
    -20.0 | 15.6% | -7.9 | i | -0.8% | 1.5% | 4.6% | -0.2% | 4.8%
CC(C)Sc1n[nH]c(=O)n1-c1cccc(C(F)(F)F)c1
    41.6 | 15.3% | 4.1 | i | 6.8% | 0.4% | -19.1% | 9.3% | 7.5%
Cc1cc(C)c(NC(=O)Cn2cc3c(n2)CCCC3)c(C)c1
    -1.2 | 2.3% | -7.4 | i | 2.2% | -2.2% | -6.0% | -10.3% | -12.2%
CCCCN1C(=O)CC(Sc2ccccc2C(=O)O)C1=O (stereo not given)
    16.1 | -12.5% | -8.0 | i | 4.6% | -2.4% | 0.0% | 1.3% | 24.2%
CC(C)c1ccc(NC(=O)CCNS(=O)(=O)c2cccc3nsnc23)cc1
    -7.7 | 17.4%&-7.2% | 8.0&6.5 | -54.1%[inhibitor] | -13.1%&2.7% | 14.0% | u | -1.1%&-1.7% | 16.4%&-9.3%
Cc1cc(=O)oc2cc(OCC(=O)OCC(=O)NC(C)C)ccc12
    -13.4 | -10.4% | -13.6 | -6.2% | 0.7% | -5.5% | 15.5% | 1.1% | 20.4%
COc1ccccc1/C=C/C(=O)NCC(=O)N/N=C/c1ccccc1[N+](=O)[O-]
    -28.6 | 0.4% | -15.7 | -22.8% | 2.2% | -2.2% | 4.6% | 5.4% | -18.8%
Cc1ccc(C(=O)NC(=S)NCc2ccccc2)cc1
    -10.5 | 15.8µM* | -0.7 | -12.9% | u | -8.6% | -27.0% | 11.9% | 14.2%
O=C(Nc1ccc2nn(-c3ccccc3)nc2c1)c1cccs1
    -14.1 | -14.4% | -2.1 | i | -15.1% | -2.9% | -0.6% | 0.2% | -1.4%
CCC1CCCCN1C(=O)c1cc2cc(Br)ccc2oc1=O (stereo not given)
    8.6 | 8.7% | 3.0 | -25.4% | -3.8% | 3.8% | -27.3% | 8.8% | 9.1%
CC(=O)Nc1ccc(C(=O)NCC2CCCCC2)cc1
    2.0 | 12.0% | 1.2 | -23.2% | -5.1% | -0.1% | 4.1% | 18.4% | 2.2%

No new results follow: an excerpt of the list.
Under each structure: DRD3 antagonist | TDP-43 yeast inh | D3 ag | PTHR1 ag | GLP1R cytotox | aSyn yeast inh | GLP-1R inv ag | GLP1R ag | KB-V1 MDR tox
Cc1cc(C)c2nc(-c3ccco3)cc(C(=O)O)c2c1
    -3.4 | 6.8% | 15.9 | i | 2.6% | 3.4% | -7.6% | -0.1% | 24.6%
COc1cccc(-n2nc(C(=O)Nc3ccc4c(c3)OCO4)c3ccccc3c2=O)c1
    0.0 | 3.4% | 6.3 | i | -10.4% | -4.3% | -13.8% | -0.3% | -8.3%
Cc1cc(C)n(Cc2ccc(Cl)cc2Cl)c(=O)c1S(=O)(=O)c1ccccc1
    -2.8 | -21.2% | -8.7 | i | -2.3% | -12.0% | 7.1% | 5.2% | -6.4%
C=CCC[C@@H](Cc1ccc(F)cc1)C(=O)OC[C@H](Cc1c[nH]c2ccccc12)NC(=O)[C@@H](CC=C)CC(=O)N[C@H](CO)Cc1ccccc1
    42.2 | 20.1% | 30.6* | i | -15.6% | 3.1% | -36.0% | -2.0% | u

Following part.
Under each structure: DRD3 antagonist | TDP-43 yeast inh | D3 ag | PTHR1 ag | GLP1R cytotox | aSyn yeast inh | GLP-1R inv ag | GLP1R ag | KB-V1 MDR tox
CC(C)(C)C(=O)Nc1ccc(C(=O)COC(=O)c2ccccn2)cc1
    -11.3 | 27.5% | -5.6 | -32.4%[inhibitor] | -2.1% | 9.0% | 16.6% | 3.7% | 2.7%
CCOc1ccc(NC(=S)N2CCN(c3ccc(N4CCOCC4)nn3)CC2)cc1
    -3.7 | 12.6% | -5.0 | -14.8% | -12.0% | -7.0% | -14.2% | 11.2% | u
CCc1ccccc1NC(=S)/N=C(\N)Nc1nc(C)c2cc(C)ccc2n1
    -24.8 | u | -35.6 | 0.4% | u | -10.8% | u | -21.9% | 6.51µM*
CN1CCN(C(=O)CCCOc2ccc(Cl)cc2Cl)CC1
    -53.3* | 0.0% | -2.6 | u | 11.1% | -1.0% | 0.0% | u | -0.4%
Cc1ccc(S(=O)(=O)NC(=O)C2(C)CCN2C(=O)COc2ccc(Cl)cc2)nc1 (stereo not given)
    24.9 | -0.2% | 7.5 | 24.8% | 37.2%[activator] | -0.8% | 7.7% | -2.7% | -3.2%
Cc1ccc(CNC(=O)/C=C/c2ccc(Br)o2)cc1
    -7.5 | 17.5% | 5.5 | i | 5.1% | 6.5% | 9.2% | 4.9% | u
O=S(=O)(Nc1ccccn1)c1ccc(Oc2ccccc2)cc1
    4.3 | 17.5% | -2.1 | -31.4%[inhibitor] | -6.2% | -0.6% | -0.6% | 5.2% | -6.1%
CCOc1ccc(CNC(=O)C2CCCN(c3nnc(C)c4c(C)n(-c5ccccc5)nc34)C2)cc1 (stereo not given)
    31.2 | 7.1% | 0.6&6.5 | i | -11.8%&-21.3% | 0.8% | 53.0%&7.6%[activator] | -0.9% | -6.7%&20.1%
COc1ccc(C(=O)N2CCn3c(C)ccc3C2C)cc1 (stereo not given)
    0.0 | -2.0% | 0.0 | i | -21.5% | 5.7% | 13.2% | 11.9% | 0.9%
COc1ccccc1NC(=O)c1cnc(SCC(=O)N2CCCc3ccccc32)n(C)c1=O
    x | 12.1% | 8.0 | i | 0.4% | x | 8.7% | x | x
COc1ccc(-n2nnnc2CNC(=O)C(=O)c2c(C)[nH]c3ccccc23)cc1
    -24.4 | -19.1% | -5.5 | -0.4% | -1.0% | 0.2% | -2.6% | 8.8% | 9.0%
CCOc1ccccc1NC(=O)CCc1nnc2ccc(N3CCC(C)CC3)nn12
    10.1 | 0.0% | -0.8 | i | -11.4% | 2.3% | -7.8% | 4.0% | 10.2%
Oc1c(N=NC(=S)Nc2ccccc2F)c2ccccc2n1Cc1ccc(F)cc1
    -21.1 | 17.2% | -13.0 | -8.9% | -12.0% | 0.0% | 0.6% | -2.7% | 0.0%
CC(=O)Nc1cc(-c2cccc(NS(C)(=O)=O)c2)cn2c(-c3cccc(C(F)(F)F)c3)cnc12
    44.3 | 28.7% | 11.7 | -10.4% | -4.7% | 11.2% | -21.9% | -5.5% | 6.2%
CC(Sc1ccc(S(=O)(=O)N2CCN(C)CC2)cn1)C(=O)NC1(C#N)CCCCC1 (stereo not given)
    28.5 | -15.5% | 4.9 | i | 2.8% | -1.7% | 10.0% | -22.9% | -14.4%
C[C@H](NS(=O)(=O)c1ccccc1)C(=O)N1CCN(C(c2ccccc2)c2ccccc2)CC1
    -11.6 | -6.1% | -15.2 | i | -21.3% | 16.3% | u | -7.6% | x
N=c1c(-c2nc3ccccc3[nH]2)cc(C(=O)c2ccco2)nn1-c1ccccc1
    -28.9 | -8.2% | -12.6 | u | u | 0.3% | 12.9% | 5.9% | -8.6%
COC(=O)c1cccc(CN2C(=O)SC(Nc3ccccc3C)C2=O)c1 (stereo not given)
    x | u | -3.5 | i | -3.8% | x | 3.1% | x | -7.2%
O=S(=O)(NCc1ccncc1)c1ccc(Br)s1
    5.6 | 3.3% | 1.8 | -19.9% | 6.5% | -1.2% | 2.0% | 24.0% | -1.5%
O=S1(=O)CC(N2CCN(CCO)CC2)CN1C1CCCC1 (stereo not given)
    8.4 | 24.4% | 3.9 | 2.4% | 1.4% | -1.2% | 16.4% | -1.5% | -0.3%
CC(=O)c1ccccc1N(C(=O)Cn1nnc2ccccc21)C(C(=O)NCC1CCCO1)c1ccc(N2CCOCC2)cc1 (stereo not given)
    25.1 | 2.4% | 1.2 | -0.1% | -19.4% | 2.1% | 5.2% | 13.1% | 7.2%
COc1ccccc1C(=O)NCC(c1ccco1)N1CCc2ccccc21 (stereo not given)
    1.1 | -12.4% | 6.4 | -18.6% | -0.3% | -1.9% | u | 22.8% | -2.2%
CCC(=O)NC(=S)Nc1ccc(NC(=S)NC(=O)c2ccc(C)cc2)cc1
    -1.6 | 0.0% | -7.3 | -1.7% | -0.4% | 2.7% | 18.7% | 9.0% | -3.9%
Cc1cccc(C)c1-n1nnnc1C1(C)CCC(=O)N1CCOc1ccccc1 (stereo not given)
    8.1 | u | 0.9 | i | -4.3% | 2.9% | 6.4% | 5.8% | u
Cc1ccc(-n2c([C@@H]3C[C@H]3c3ccccc3)n[nH]c2=S)cc1
    3.9 | 23.0% | 2.6 | i | -32.6% | 0.4% | -10.6% | 12.2% | u
Cc1cc2c(cc(C(=O)OC(C)C(=O)NCc3ccccc3)n2C)o1 (stereo not given)
    11.7 | -4.1% | 5.9 | i | -1.7% | -1.7% | u | 5.5% | 22.0%
